Screening data deposited in PubChem BioAssay by several laboratories.
S1P3 antag – antagonists of human S1P3 receptor. Q99500. CHO S1P3 NFAT-BLA reporter, FRET fluorescence, antagonist mode. inhibition, % at 4.98 µM. 170,000 compounds, 0.27% hits. AID 485;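 active means inhibition above the plate cutoff, the mean inhibition of test wells on that plate plus 3 SD, cut at about 28% in these data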;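 further: cells challenged with S1P at its EC80 of 0.8 µM; blue over green emission ratio from cleaved BLA substrate after 4 h stimulation; 0% = S1P-stimulated wells and 100% = unstimulated DMSO-only wells; some compounds past the cut are filed as inactive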
Target sequence (Q99500 whole entry, looked up): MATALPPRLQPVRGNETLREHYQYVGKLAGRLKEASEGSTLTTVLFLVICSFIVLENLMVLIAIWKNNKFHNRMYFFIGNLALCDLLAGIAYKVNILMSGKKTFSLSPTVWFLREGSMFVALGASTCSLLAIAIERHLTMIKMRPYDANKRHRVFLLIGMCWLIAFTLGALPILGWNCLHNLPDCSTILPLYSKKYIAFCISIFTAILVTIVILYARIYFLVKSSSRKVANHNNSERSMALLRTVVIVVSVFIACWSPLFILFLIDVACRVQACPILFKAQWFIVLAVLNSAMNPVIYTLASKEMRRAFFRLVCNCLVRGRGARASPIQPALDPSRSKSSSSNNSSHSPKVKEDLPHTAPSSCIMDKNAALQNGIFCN
PPARg SRC-3 ag – agonists of human PPARgamma SRC-3 coactivator recruitment; activation, % at 8 µM; 200,000 compounds, 0.26% hits; AID 731; biochemical PPARgamma/SRC-3 coactivator recruitment assay; P37231; in the data active means activation above about 23%;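 further: 0% = DMSO and 100% = reference agonist; some compounds past the cut are filed as inactive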
Target sequence (P37231 whole entry, looked up): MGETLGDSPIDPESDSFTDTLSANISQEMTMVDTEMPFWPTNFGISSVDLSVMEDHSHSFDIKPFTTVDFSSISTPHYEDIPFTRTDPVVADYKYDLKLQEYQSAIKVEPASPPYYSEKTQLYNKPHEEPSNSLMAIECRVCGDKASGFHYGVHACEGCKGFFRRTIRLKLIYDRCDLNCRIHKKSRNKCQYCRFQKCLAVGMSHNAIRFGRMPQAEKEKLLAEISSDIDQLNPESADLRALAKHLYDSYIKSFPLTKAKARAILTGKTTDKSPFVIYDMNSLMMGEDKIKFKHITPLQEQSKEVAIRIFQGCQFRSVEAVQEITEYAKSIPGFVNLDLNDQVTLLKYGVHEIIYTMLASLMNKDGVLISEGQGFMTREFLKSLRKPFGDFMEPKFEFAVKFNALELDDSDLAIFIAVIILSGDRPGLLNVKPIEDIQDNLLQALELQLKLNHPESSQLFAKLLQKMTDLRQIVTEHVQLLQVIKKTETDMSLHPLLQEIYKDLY
ROMK primary – human ROMK K+ channel modulation, primary screen; Tet-inducible ROMK, thallium flux fluorescence; actives lie on both sides; P48048; 130,000 compounds, 2% hits; B-score at 10 µM;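 active means signal ratio slope over the read window, or its plate-corrected B-score, at least 3 SD from the plate mean, either direction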;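 further: B-score of the F/F0 ratio slope over 7 to 12 s after thallium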
bIAP act – increases bovine intestinal alkaline phosphatase activity; activation factor at 20 µM; 200,000 compounds, 0.17% hits; purified bovine IAP, CDP-star luminescence, 30 min; active compounds read high; fold of DMSO-control signal, blank-subtracted;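 active means activation factor of 2 or more at 20 µM, a signal rise over negative controls twice the positive control's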
bIAP inhibitor – intestinal alkaline phosphatase (bovine) inhibition | AID 1019 | purified bovine IAP, CDP-star luminescence, 30 min | inhibition, % at 20 µM | 190,000 tested, under 10 active;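 active means over 50% inhibition of intestinal alkaline phosphatase at 20 µM in the single-dose screen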
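Incubation: 30 min reaction at room temperature / Material: purified bovine intestinal alkaline phosphatase (IAP) enzyme / Input: enzyme at 1/65,000,000 dilution / Dosing: 20 µM single dose / Signal: CDP-star luminescence signal / Reagent: CDP-star chemiluminescent phosphatase substrate, 30 µM final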
TLR4 MyD88 comp – blocks binding of human TLR4 to MyD88. 200,000 compounds, 0.18% hits. HeLa CL3-4 TLR4/MyD88 BLA complementation, FRET ratio. inhibition, % at 8.4 µM. O00206+Q99836; in the data active means inhibition above about 25%;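 further: 0% = vehicle and 100% = reference inhibitor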
DTT redox prof – compounds producing H2O2 with reducing agent – biochemical, NIH compound library profiling, artefact control for MLSCN library redox annotation, primary screen. DTT-dependent redox cycling H2O2, phenol red/HRP absorbance; 100% = 100 µM peroxide control, 0% = buffer. activation, % at 10 µM. 200,000 compounds, 0.03% hits. AID 878;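 active means activation of at least 50% relative to the plate's high and low controls in the primary single-dose screen; inactive means activation below 50%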;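 further: compound incubated with DTT at 0.8 mM final as the reducing agent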
PPARg SRC1 recr – agonists of human PPARgamma SRC-1 coactivator recruitment | P37231 | PPARgamma-SRC-1 coactivator recruitment biochemical assay | activation, % at 8 µM | 200,000 compounds, 0.41% hits | AID 631; in the data active means activation above about 19%;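 further: 0% = DMSO and 100% = reference agonist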
TR-FRET SRC-2 ct – TR-FRET artefact, counter-screen to PPARgamma/SRC-2 agonist assay; active compounds read high; TR-FRET ratio at 8 µM; 200,000 compounds, 0.4% hits; AID 1049; in the data active means TR-FRET ratio above about 2000; further: inactives centre near 1500; reference of the scale not given here
L major viab – reduces viability of Leishmania major promastigotes; resazurin fluorescence viability; inhibition, % at 10 µM; AID 1063; 200,000 compounds, 9% hits; in the data active means inhibition above about 50%;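 further: promastigotes grown with compound for 44 hours at 28 °C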
PPARg SRC-2 ag – PPARgamma-driven SRC-2 recruitment agonism | 200,000 compounds, 0.34% hits | P37231 | PPARgamma LBD-SRC-2 recruitment, biochemical | activation, % at 8 µM; in the data active means activation above about 22%;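 further: 0% = vehicle and 100% = reference agonist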
* = called active by the depositor; · = no result given. Rows were taken by chance; about 11% have a hit in one of these screens.

SMILES | bIAP act | DTT redox prof | PPARg SRC1 recr | ROMK primary | L major viab | PPARg SRC-3 ag | PPARg SRC-2 ag | TLR4 MyD88 comp | TR-FRET SRC-2 ct | bIAP inhibitor | S1P3 antag
COc1cccc(N=C2CC(C)(C)CC(=O)/C2=C(/O)c2ccccc2)c1 | 1.1 | 0.8 | 0.0 | 0.49 | 9.1 | -1.5 | -8.4 | -10.2 | 1520 | -13.5 | 0.3
CC1C(=O)CCC1(C(=O)O)c1ccccc1 (stereo not drawn) | 0.9 | -0.2 | 4.9 | · | -3.9 | 4.4 | 6.2 | -10.1 | 1756 | 10.5 | 3.5
O=C(c1cc2c(s1)CCCC2)n1cccn1 | 1 | 0.5 | 2.3 | · | -5.0 | 4.7 | -0.9 | -5.6 | 1544 | 4.2 | -8.0
COc1ccc(OC2OC3COC(C)(C)OC3C(O)C2NC(C)=O)cc1 (stereo not drawn) | 0.6 | 0.6 | 3.9 | 1.12 | -4.5 | 2.7 | 6.0 | -3.0 | 1631 | 38.1 | ·
CCOC(=O)C1=C(CNCc2ccc(C)cc2)NC(=O)NC1c1ccc(OC)cc1 (stereo not drawn) | 0.9 | -0.4 | 4.2 | · | 27.3 | 8.5 | 10.6 | 0.6 | 1704 | 8.2 | 6.1
CCOc1cc(C(N)=O)cc(Br)c1OCc1ccccc1 | 0.8 | -0.6 | 0.4 | -0.669 | 99.9* | -0.2 | 1.3 | -3.0 | 1261 | 16.9 | 0.9
CCCCSc1nnc(CCC)n1N | 1 | 0.7 | -5.0 | · | -6.9 | -8.7 | -2.5 | 16.4 | 1595 | -2.8 | 0.6
COc1ccc2c(C)cc(SC3CCOC3=O)nc2c1 (stereo not drawn) | 1.1 | -0.8 | -2.8 | -0.197 | -5.1 | -1.6 | -3.6 | 1.5 | 1749 | -10.9 | -8.2
CCOC(=O)/C(=C\Nc1ccccc1C(F)(F)F)Sc1ncc(C(F)(F)F)cc1Cl | 1 | 0.3 | 0.9 | 2.6 | 3.0 | 8.5 | 6.6 | -14.1 | 1561 | -0.7 | ·
CCCS(=O)(=O)N1CCC(C(=O)N2CCN(Cc3ccccc3)CC2)CC1 | 1.1 | 4.0 | -9.7 | · | -2.3 | -0.7 | 1.3 | -2.5 | 1388 | -7.3 | -8.2
COc1ccc(-n2cnnc2SCC(=O)Nc2cccc(S(=O)(=O)N3CCCCC3)c2)cc1 | 1 | 0.0 | -0.9 | 0.129 | 3.1 | -1.8 | 1.1 | -2.8 | 1566 | -1.6 | -1.5
CC(=O)N1CCc2cc(S(=O)(=O)N3CCc4ccccc4C3)ccc21 | 0.9 | 0.2 | 0.9 | 0.478 | 8.7 | 6.3 | 6.7 | -8.1 | 1622 | 6.9 | ·
COCCn1c(SCc2cc(C(C)=O)ccc2OC)nc2cc(Cl)ccc2c1=O | 1 | 0.1 | -1.9 | -0.77 | 0.5 | -3.8 | -1.2 | 7.8 | 1520 | 2.7 | 5.1
CSCCC(C(=O)Nc1ccc2c(c1)OCO2)N1C(=O)c2ccccc2C1=O (stereo not drawn) | 0.8 | 1.0 | 2.1 | 1.16 | -2.4 | 5.4 | 0.9 | 6.3 | 1672 | 16.2 | ·
CCN1CCN(CCCNC(=O)c2ccc3c(c2)NC(=O)c2ccccc2S3)CC1 | 1 | -2.6 | -2.6 | · | -6.4 | 3.0 | 2.2 | -0.7 | 1532 | -3.6 | -16.2
CC(C)(C)c1ccc(C(=O)Oc2ccc3c(c2)OCC3=O)cc1 | 1 | -2.1 | 9.5 | · | -4.5 | 3.4 | 9.6 | -4.6 | 1745 | 1.8 | ·
Clc1ccccc1OCc1nn2c(-c3ccncc3)nnc2s1 | 0.8 | -0.4 | 1.5 | -1.24 | 6.5 | -6.8 | 6.8 | 10.6 | 1595 | 16.1 | 15.5
COC(Cn1c(-c2cccc(S(=O)(=O)N(C)C)c2)n[nH]c1=S)OC | 0.9 | -0.4 | 12.5 | -0.0715 | -1.1 | -0.1 | 1.4 | -0.3 | 1776 | 14.7 | -5.7
Cc1cc(NC(=O)c2cc(CC(C)C)on2)no1 | 0.9 | 0.0 | 6.9 | · | -8.8 | 6.3 | 0.1 | 3.2 | 1614 | 13.1 | -39.2
O=C(NN1C(=O)C2CC=C(Cl)CC2C1=O)c1ccncc1 (stereo not drawn) | 1 | -0.7 | -0.6 | -0.707 | 3.4 | -3.9 | -6.9 | 2.6 | 1568 | -0.5 | -5.0
CCOC(=O)c1c(NC(=O)N/N=C/c2ccccc2OCC)sc(C(C)=O)c1C | 1 | -0.8 | 4.8 | 0.325 | -2.1 | 1.8 | -0.8 | -11.7 | 1611 | 1.2 | 2.4
C/C(N)=C(/C#N)C(=O)COC(=O)C1Cc2ccccc2CN1S(C)(=O)=O (stereo not drawn) | 1 | 1.5 | 2.9 | · | -5.2 | 4.5 | 8.2 | 3.6 | 1500 | 4.3 | -8.3
O=C(O)CNS(=O)(=O)c1cc(Cl)c(Cl)cc1Cl | 0.9 | 0.8 | -4.3 | -0.123 | -9.9 | 7.6 | 8.9 | 1.0 | 1552 | 7.6 | -4.8
CCCCc1c(C)nc(N)[nH]c1=O | 0.9 | 1.7 | 5.3 | 0.0549 | -2.4 | -4.5 | 7.3 | 2.5 | 1465 | 10.3 | 0.6
Cc1cc(C)c2c(NC(N)=S)n[nH]c2n1 | 0.7 | -0.3 | 6.0 | -0.0682 | -6.3 | 1.9 | 2.4 | -12.0 | 1535 | 30.4 | -11.1
COc1cccc2cc(C(=O)N3CCCCC3C)c(=O)oc12 (stereo not drawn) | 1.2 | 1.0 | -5.4 | -0.00846 | -6.4 | 7.0 | 4.4 | 4.5 | 1601 | -24.6 | ·
Cn1c(CN2CCCCC2)nc2cc(NC(=O)c3cccs3)ccc21 | 1 | 3.0 | -7.8 | · | 13.0 | 8.9 | -0.7 | -3.4 | 1347 | 3.4 | -42.3
O=C(Nc1cccc(Cl)c1)Nc1nnc(CSCCOc2ccc(Cl)cc2)s1 | 1 | 0.0 | -4.8 | 0.433 | 8.8 | 3.0 | 2.5 | -2.5 | 1593 | 2.4 | -8.8
CC(C)n1c(SCC(=O)NCc2ccco2)nc2c1c(=O)n(C)c(=O)n2C | 1.1 | 0.4 | 20.3* | 0.32 | -5.5 | -1.1 | 2.7 | 1.2 | 1612 | -5.2 | -18.9
CC(C)C(=O)Nc1nnc(SCC(=O)Nc2ccc3c(c2)OCO3)s1 | 0.9 | 0.1 | -4.3 | · | -5.8 | -1.6 | 0.7 | -7.5 | 1544 | 7.2 | -8.2
C/C(=N\OC(=O)c1cccc(C)c1)c1sc(-c2ccccc2)nc1C | 1 | 3.0 | -5.3 | · | -1.9 | -0.9 | -0.3 | -5.3 | 1482 | 3.8 | ·
Cc1noc(C)c1C(=O)OCC(=O)NCCC1=CCCCC1 | 0.9 | 1.4 | 0.5 | -1.52 | -5.5 | -13.6 | 0.9 | 7.9 | 1396 | 8.4 | 9.2
COc1cnn(-c2ccc(Br)cc2)c(=O)c1SCc1ccccc1 | 1.1 | -0.3 | 4.9 | 0.44 | 2.6 | 10.6 | 18.1 | 8.4 | 1610 | -6.5 | 2.4
O=C(NCCCN1CCN(CCCNC(=O)c2ccc3c(c2)OCO3)CC1)c1ccc2c(c1)OCO2 | 1.1 | 0.2 | -10.0 | · | -4.3 | 1.7 | 5.0 | 4.9 | 1479 | -7.8 | -7.5
CCOC(=O)c1cnn2c(C)cc(-c3ccc(F)cc3)nc12 | 1 | -0.3 | -5.2 | · | -3.9 | -0.5 | 18.0 | -4.4 | 1750 | 3.7 | -1.1
O/N=C(\c1ccc2c(c1)OCCO2)C1CCCCC1 | 0.8 | 0.7 | -2.8 | -0.183 | -3.6 | 9.3 | 20.6 | -7.4 | 1316 | 19.4 | ·
O=C(NNC(=S)NCc1ccco1)c1ccc(Cl)s1 | 1 | 0.9 | -1.9 | · | 0.2 | 8.9 | 6.8 | 6.7 | 1628 | 2.4 | ·
COc1ccc(NC(=O)COc2ccc(-c3nn(C)c(=O)c4ccccc34)cc2)cc1 | 1 | 0.5 | 5.0 | -0.711 | -4.2 | 9.8 | 12.1 | 1.2 | 1535 | 4.8 | 1.5
COc1c(Cl)ccc(Cl)c1C(=O)NCc1ccco1 | 0.9 | -1.5 | 0.0 | -0.0705 | -4.6 | -1.1 | 0.8 | -12.2 | 1455 | 5.1 | -1.6
Cc1nn(Cc2ccc(C(=O)Nc3nccs3)cc2)c(C)c1Cl | 0.9 | 2.0 | -0.5 | -0.458 | 19.8 | 6.4 | 0.3 | 9.8 | 1557 | 11.7 | 1.6
O=C(c1ccco1)N(Cc1nc2ccccc2c(=O)[nH]1)C1CCCC1 | 0.9 | -0.2 | 8.9 | -0.28 | -3.5 | 1.1 | 1.3 | 1.0 | 1729 | 13.5 | -4.8
Cc1c(Cl)c(-c2n[nH]c(=S)n2-c2ccccc2)nn1C | 1.4 | -0.4 | 19.9 | · | 26.6 | 16.8 | 23.7* | 0.6 | 2128* | -37.2 | 0.5
O=c1c2ccccc2nc2n1CCC2 | 0.8 | -0.3 | -0.2 | -0.343 | 1.9 | 0.6 | -2.8 | -11.3 | 1472 | 16.7 | 38.6
Cc1ccccc1CN(c1ccc(C(N)=O)cc1)S(C)(=O)=O | 0.9 | -0.2 | -12.7 | 0.456 | -1.5 | -2.7 | -4.0 | -7.8 | 1461 | 6.4 | -12.8
Cc1nc(-c2cccc(S(=O)(=O)N3CCOCC3)c2)cs1 | 1 | 0.0 | 7.7 | 0.061 | -3.7 | 2.8 | 3.9 | -1.2 | 1862 | -2.2 | 13.3
COc1ccc(-c2c3c(cc(C)[n+]2[O-])oc2ccc(OC)cc23)cc1 | 1 | 0.3 | -3.3 | -0.554 | -1.7 | 2.3 | 8.2 | 9.5 | 1439 | -2.2 | -19.7
Cc1ccc(-c2nnc(-c3cccc(Br)c3)o2)cc1 | 0.9 | 0.3 | -1.5 | -1.55 | -5.5 | -1.8 | -4.0 | -1.7 | 1637 | 14.1 | ·
Cc1nc2c(C(=O)NCc3ccco3)cnn2c(C)c1Cc1ccc(F)cc1Cl | 1 | 1.4 | 2.0 | · | 9.1 | -2.1 | -7.5 | 7.1 | 1479 | -0.8 | 18.1
O=C(NNc1cccc(Cl)n1)C(F)(F)F | 1.2 | -2.1 | 5.0 | -0.0154 | -2.6 | 1.6 | -5.5 | -0.1 | 1539 | -17.0 | 1.5
O=C(CCS(=O)(=O)c1ccc(Cl)cc1)NCCc1c[nH]c2ccccc12 | 1 | -1.9 | 9.7 | 1.12 | 32.4 | 2.8 | 7.5 | -2.1 | 1512 | -1.3 | -5.0
